Screens deposited in PubChem BioAssay by NMMLSC.
LNCaP diff act = activators of LNCaP prostate cell differentiation. side scatter shift, % at 10 µM. 0.56% of 24,000 active. flow cytometry side scatter, 4 d;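 active means side scatter shift above 30%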;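 further: androgen-responsive LNCaP prostate cancer cells in charcoal-stripped serum medium; percent of cells past a gate set so DMSO wells show 10% shift; higher shift means more granular cells and more differentiation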
VLA-4 agonist = allosterically activates the human VLA-4 integrin | P13612 | Jurkat cells, LDV-FITC binding, flow cytometry | activation, % at 10 µM (by protocol) | 24,000 tested, under 10 active;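 active means fluorescent ligand binding to cells raised by more than 40% of the manganese-induced maximum; inconclusive means compound's own fluorescence above 85% of the ligand control signal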;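 further: 0% = ligand binding without compound and 100% = manganese-stimulated maximal binding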
Target sequence (P13612 whole entry, looked up): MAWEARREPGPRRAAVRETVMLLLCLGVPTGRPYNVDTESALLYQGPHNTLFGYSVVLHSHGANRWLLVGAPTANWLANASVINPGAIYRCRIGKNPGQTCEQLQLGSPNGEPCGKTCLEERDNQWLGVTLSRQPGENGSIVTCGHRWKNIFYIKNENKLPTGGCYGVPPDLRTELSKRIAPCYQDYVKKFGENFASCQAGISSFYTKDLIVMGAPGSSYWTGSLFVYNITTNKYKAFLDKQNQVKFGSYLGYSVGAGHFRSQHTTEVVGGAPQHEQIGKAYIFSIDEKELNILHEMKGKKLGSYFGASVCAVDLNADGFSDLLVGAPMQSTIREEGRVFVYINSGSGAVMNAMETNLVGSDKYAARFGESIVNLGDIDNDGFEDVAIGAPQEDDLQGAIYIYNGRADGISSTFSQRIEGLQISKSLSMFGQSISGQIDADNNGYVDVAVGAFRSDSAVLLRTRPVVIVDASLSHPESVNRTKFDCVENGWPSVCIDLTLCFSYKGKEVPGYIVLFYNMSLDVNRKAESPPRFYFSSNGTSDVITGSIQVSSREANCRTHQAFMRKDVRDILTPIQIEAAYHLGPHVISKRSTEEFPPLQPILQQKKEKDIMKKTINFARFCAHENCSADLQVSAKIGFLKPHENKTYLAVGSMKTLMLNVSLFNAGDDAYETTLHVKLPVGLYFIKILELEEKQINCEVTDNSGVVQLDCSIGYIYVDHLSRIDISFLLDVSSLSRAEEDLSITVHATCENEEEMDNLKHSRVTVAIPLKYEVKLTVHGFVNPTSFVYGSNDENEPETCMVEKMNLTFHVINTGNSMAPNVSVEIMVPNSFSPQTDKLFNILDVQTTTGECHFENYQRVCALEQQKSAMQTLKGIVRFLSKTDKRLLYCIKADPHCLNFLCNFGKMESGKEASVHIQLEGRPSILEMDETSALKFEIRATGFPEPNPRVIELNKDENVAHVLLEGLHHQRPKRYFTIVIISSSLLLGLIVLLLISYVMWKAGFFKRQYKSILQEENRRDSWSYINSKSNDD
VLA-4 antagonist = blocks LDV-FITC ligand binding to Mn2+-activated human VLA-4 integrin; AID 529; P13612; inhibition, % at 10 µM (by protocol); 0.2% of 24,000 active; Jurkat cells, LDV-FITC binding with Mn2+, flow cytometry; 100% = Mn2+-driven binding gain fully reversed;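 active means inhibition above 50%; inconclusive means compound itself fluorescent, judged against control cell fluorescence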;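 further: 0% = Mn2+ stimulated cells lacking compound and 100% = ligand binding without Mn2+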
Autofluor Jurkat = compound fluoresces in Jurkat cells, VLA-4 screen interference; 0.61% of 24,000 active; fluorescence ratio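 (tested at 10 µM compound in the well)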; compound autofluorescence, flow cytometry; stronger effect = higher value; 1 = vehicle-only cell background;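 active means fluorescence ratio above 2.44, which is 1 plus 3 SD of all ratios; inconclusive means signal too bright to measure linearly, ratio around 10 or more; inactive means fluorescence ratio below 2.44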;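 further: green fluorescence of cells measured with 488 nm excitation and 530 nm emission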
Numbers without * were called inactive; ? = inconclusive.

The opening four compounds as a preview:
SMILES	LNCaP diff act	VLA-4 agonist	VLA-4 antagonist	Autofluor Jurkat
Clc1ccc(Cl)c2sc(N3CCCC3)nc12	8	-1	21	0.99
COC(=O)c1ccc2c(c1)NC(=O)C(N1CCCCC1)S2 (configuration not stated)	7	?	?	1.1
CC(C)NC(=O)c1ccc2c(=O)n(C3CCCC3)c(=S)[nH]c2c1	10	?	?	1.1
CCOc1ccc(NC(=O)CN2CCN(CC(=O)Nc3ccc4c(c3)OCO4)CC2)cc1	5	-17	8	1.1

Main list (from the top)
SMILES	LNCaP diff act	VLA-4 agonist	VLA-4 antagonist	Autofluor Jurkat
Clc1ccc(Cl)c2sc(N3CCCC3)nc12	8	-1	21	0.99
COC(=O)c1ccc2c(c1)NC(=O)C(N1CCCCC1)S2 (configuration not stated)	7	?	?	1.1
CC(C)NC(=O)c1ccc2c(=O)n(C3CCCC3)c(=S)[nH]c2c1	10	?	?	1.1
CCOc1ccc(NC(=O)CN2CCN(CC(=O)Nc3ccc4c(c3)OCO4)CC2)cc1	5	-17	8	1.1
CN(C)S(=O)(=O)c1cccc(C(=O)Nc2cccnc2)c1	8	-2	-38	1
Cc1noc(C)c1S(=O)(=O)N(CC(=O)O)c1ccc2c(c1)OCO2	3	2	-5	1.1
CCOC(=O)CNC(=O)CSc1ncnc2c1nnn2-c1ccc(F)cc1	1	-2	14	1.1
COc1ccc(COCC(O)CN2CCOCC2)cc1OC (configuration not stated)	13	-5	-14	0.97
CC(=O)N1CCc2cc(S(=O)(=O)Nc3cccc(C(F)(F)F)c3)ccc21	5	?	?	1.2
Cc1ccc(S(=O)(=O)N2CCCC2CO)cc1 (configuration not stated)	16	5	14	1.1
O=C(Cn1ncc2c(=O)oc3ccccc3c21)N1CCC(N2CCCCC2)CC1	4	-2	-10	1
CCOC(=O)c1nnn(CC(=O)Nc2cccc(OC)c2)c1C(=O)OCC	5	5	-10	1
Cc1nc2sc(C(c3cccc(F)c3)N3CC(C)OC(C)C3)c(O)n2n1 (configuration not stated)	6	?	?	1
O=C1CC(N2CCN(c3cccc(C(F)(F)F)c3)CC2)C(=O)N1c1ccccc1 (configuration not stated)	3	8	-24	0.95
O=C(C1CC1)N1CCc2cc(S(=O)(=O)NCC3COc4ccccc4O3)ccc21 (configuration not stated)	7	0	-1	1.1
CSC1=NCCN1C(=O)c1ccc(S(=O)(=O)N(C)C)cc1	4	-7	-2	0.9
CCOc1ccc(C2CC(c3cccc(OC)c3)n3nc(N)nc3N2)cc1 (configuration not stated)	7	-5	-56	0.93
CCOC(=O)CSc1nc(N)c2c3c(sc2n1)CCCC3	11	6	-18	1
CC(C)NC(=O)CSCc1ccccc1Cl	11	-8	2	0.99
CCN(CCCNC(=O)c1[nH]c(C)c(C(C)=O)c1C)c1ccccc1	11	-18	1	1.1
COc1cc(C)ccc1NC(=O)c1ccc(S(=O)(=O)N2CCOCC2)cc1	8	8	8	0.96
CCOC(=O)C1CCN(C(=O)c2ccc(OC)cc2OC)CC1	4	0	-4	0.91
C=CCNC(=O)c1cc(=O)c2ccccc2o1	12	1	-9	1
O=C(CSc1c2c(nc3ccc(Cl)cc13)CCCC2)N1CCN(C(=O)c2ccco2)CC1	14	-11	32	1.1
CSc1nc2sc3c(c2c(=O)n1C)CCC(C)C3 (configuration not stated)	3	-2	11	1
COC(=O)c1[nH]c(C)c(/C(O)=C2\C(=O)C(=O)N(CCN3CCOCC3)C2c2cccs2)c1C (configuration not stated)	5	-4	-18	1.1
COc1cccc(CNC(=O)CCCNS(=O)(=O)c2cccs2)c1	6	-4	-9	1.1
c1ccc(SCc2nc3ccccc3[nH]2)nc1	4	-2	-12	1.1
COCCNC(=O)COc1cc(=O)n(C)c2ccccc12	3	10	-7	1.1
Clc1cc(Cl)c2nc(N3CCCC3)sc2c1	8	-3	33	0.92
CCn1c(SCC(=O)c2ccccc2)nc2c(c1=O)SC(C)C2 (configuration not stated)	9	0	-11	1
COCCN1C(=O)c2ccccc2C(C(=O)N2CCN(c3ccccn3)CC2)C1c1ccc(F)cc1 (configuration not stated)	2	-1	0	1
COc1cccc(OCCSc2nnc3sc4ccccc4n23)c1	5	-10	-2	1
CC1CCCC(C)N1CCCNC(=O)c1cc2c(=O)n(C)c3ccccc3c2n1C (configuration not stated)	9	-1	4	1.1
COc1ccccc1CN1C(=O)c2ccncc2C1=O	5	2	27	1
CCOC(=O)Cc1csc(NC(=O)CN(C)S(=O)(=O)c2ccc3c(c2)CCC(=O)N3)n1	8	-3	-12	1
COC(=O)/C=c1/sc2nc3ccccc3n2c1=O	6	-1	11	1.1
COc1ccc(Nc2oc(COc3ccccc3F)nc2C#N)cc1	5	-6	-18	1.2
COc1cc(NC(=O)Nc2cccc(C(C)=O)c2)cc(OC)c1OC	16	0	0	1.1
O=C(O)CC(NS(=O)(=O)c1ccc(Br)cc1)c1ccco1 (configuration not stated)	10	4	-19	1
CCOC(=O)CCSCC(=O)Nc1cc(C)on1	3	0	-3	1
Cc1ccc(CCN2CC(C(=O)NCCCN3CCOCC3)CC2=O)cc1 (configuration not stated)	9	-1	4	1
COc1ccc2nc(NC(=O)C3CCN(S(=O)(=O)c4cnc[nH]4)CC3)sc2c1	4	4	26	0.97
CCN(C(=O)CCc1nc(-c2ccc(OC)cc2)no1)c1cc(OC)ccc1OC	8	-1	12	1.1
CCn1ncc(C2=NOC(C(=O)Nc3c(C)n(C)n(-c4ccccc4)c3=O)C2)c1C (configuration not stated)	3	2	-37	0.98
CCOC(=O)N1CCN(C(=O)C2CCN(C(=O)c3cc4sccc4n3CC)CC2)CC1	4	-6	?	1
CC(C)(C)N=C1NC(=NC(C)(C)C)c2ccccc21	17	-2	8	1.1
O=C(CC1(O)C(=O)Nc2ccccc21)c1ccc2c(c1)OCO2 (configuration not stated)	5	-8	-11	1.1
CCC(=O)N1CCc2cc(S(=O)(=O)NC(C(=O)NCc3ccc(C)cc3)C(C)C)ccc21 (configuration not stated)	3	-6	1	1.1
O=C(NCc1ccc(Cl)cc1)C1CCCN(S(=O)(=O)c2cnc[nH]2)C1 (configuration not stated)	11	-1	-10	0.97
COc1ccc(N2Cc3cccc(C(=O)O)c3C2=O)cc1	11	5	-6	1.1
COc1ccc(NC(=O)C2C(=O)N(C)C3(C)CC2c2ccccc2O3)cc1 (configuration not stated)	10	-4	-8	1
CCCCCCC(C)n1[nH]c(=O)c2c(C)cc(=O)[nH]c21 (configuration not stated)	5	0	-9	1.1
N#Cc1c(NC(=O)c2cc(C3CC3)on2)sc2c1CCC2	7	-7	3	1.2
CCN(CCCNC(=O)CCc1nc(-c2ccc(C)cc2)no1)c1cccc(C)c1	7	-9	19	1.1
CC(C)(CC(=O)O)Cc1nc(-c2ccc(Cl)cc2)no1	8	-6	1	1.1
CC1(C)CC2(CC(C)(C)N1)OC(=O)N1CCc3ccccc3C12C (configuration not stated)	13	-3	2	1.1
O=C(NCc1ccccc1Cl)C1CCN(C(=O)c2sccc2-n2cccc2)CC1	7	-3	-1	1
O=C(CCn1cccc1)NC1CCCc2ccccc21 (configuration not stated)	4	3	6	1.2
Cn1cccc1Cc1nnc(SCC(=O)Nc2cccc(F)c2)n1CCc1ccccc1	6	-5	10	1.2

Further structures
SMILES	LNCaP diff act	VLA-4 agonist	VLA-4 antagonist	Autofluor Jurkat
CCOC(=O)C1CSC(CC(=O)Nc2ccc(Cl)cc2)C(=O)N1 (configuration not stated)	7	5	-12	1.1
COc1ccc(N2C(=O)C3CCCN3C2c2ccc(F)cc2)cc1Cl (configuration not stated)	9	2	-12	1.1
O=C1Cc2ccccc2C(=O)N1CCc1ccccc1	13	2	0	1.1
Cc1ccc(C2C(C#N)=C(N)Oc3nc(-c4ccccc4)[nH]c32)o1 (configuration not stated)	4	-8	29	1.2
Cc1ccc(S(=O)(=O)c2c(C)nn(C(C)(C)C)c2OC(=O)C(C)(C)C)cc1	6	-5	12	0.98
CCOC(=O)N1CCN(C(=O)CS(=O)(=O)c2cn(Cc3ccccc3C)c3ccccc23)CC1	7	-7	3	1.2
Cc1cccc(C)c1NC(=O)C1(NC(=O)C2CCCN2C(=O)OC(C)(C)C)CCCCC1 (configuration not stated)	14	-8	-4	1.1
O=C(NC1CCCCC1)c1cc(-c2ccco2)on1	5	-8	-8	1.1
CCCCNC(=O)CCC(=O)Nc1ccc2nc(N3CCOCC3)cc(C)c2c1	11	6	-33	0.84
Cc1c(C(=O)O)oc2ccc(S(=O)(=O)NCc3ccccc3)cc12	4	?	?	1.1
COc1ccc(C(=O)NCCSc2ccccn2)cc1	8	0	-8	1
COc1ccc(-n2ccnc2SCC(=O)Nc2ccc(OC)cc2OC)cc1	4	3	18	0.94
COC(=O)C1Cc2c([nH]c3ccccc23)C(C)N1 (configuration not stated)	7	?	?	1.6
Cc1ccc(CN2CCSc3ccc(C(=O)N4CCN(c5ncccn5)CC4)cc32)cc1	44*	-4	5	1.1
O=C(O)CCc1ccc(-c2cccs2)n1-c1ccc(C(=O)O)cc1	1	6	-32	1
CCOC(=O)CC(=O)CSc1nc(-c2cccnc2)cc(C)c1C#N	18	?	?	1.2
COc1ccc(C2CC(c3ccccc3C)n3nc(N)nc3N2)cc1 (configuration not stated)	3	-5	2	1
CCOC(=O)c1c(NC(=O)c2cccs2)sc(C)c1C	10	4	-12	1.1
Cc1ccc2c(c1)-c1cc(C)nn1C(c1ccc3c(c1)OCO3)N2 (configuration not stated)	8	-32	42	1.2
Cc1ccc(C2N(c3nccs3)C(=O)C3CCCN32)cc1 (configuration not stated)	4	-3	6	1
Cc1oc(-c2ccccc2F)nc1CN1CCC(C(=O)NCc2cccs2)CC1	2	?	?	1.1
COc1cc2c(=O)n(Cc3ccco3)c(=O)n(CC(=O)c3cccc(Br)c3)c2cc1OC	13	9	-12	0.75
CCOc1ccc2nc(S(N)(=O)=O)sc2c1	5	2	-14	1
CCCN(CCC)S(=O)(=O)c1ccc(NS(C)(=O)=O)cc1	1	4	-12	1.1
COCCNC(=O)NC1(C(F)(F)F)Oc2ccc(Cl)cc2O1 (configuration not stated)	2	6	7	0.93
CCOc1ccc(C(=O)Nc2c3c(nn2-c2cccc(Cl)c2)CS(=O)C3)cc1 (configuration not stated)	17	-1	4	1
CCOc1ccc(CCNS(=O)(=O)c2cnc[nH]2)cc1OCC	8	-5	-1	1.1
CCOC(=O)c1c(NC(=O)CSc2nnc(-c3cccnc3)o2)sc(C)c1C	4	-7	0	1.1
C=CCSC1=C(C#N)C(c2ccccc2)CC(=O)N1 (configuration not stated)	13	6	-12	1.1
Cc1c(C(=O)O)cnc2cc(-c3ccc(Cl)cc3)nn12	5	-5	13	1.1
CCCNS(=O)(=O)c1ccc2c(c1)CCCN2C(C)=O	14	-1	4	1
CCc1nc2c(cnn2-c2ccc(Cl)cc2)c(=O)n1-c1ccc2c(c1)OCCO2	3	-1	-6	1.2
CC(C)(C)c1ccc(S(=O)(=O)N2CCN(CCC#N)CC2)cc1	5	?	?	0.9
CCN(CC)c1ccc(NC(=O)c2cnc3ccccn3c2=O)c(C)c1	14	?	?	1.4
COC(=O)C1CCN(C(=O)CSc2nnc(-c3ccncc3)o2)CC1	10	-1	2	1
CCOc1cccc(OCCOCCN2CCCC2)c1	4	6	-2	1
COCCN(CCOC)S(=O)(=O)c1ccc(C(=O)Nc2nc(-c3ccncc3)cs2)cc1	6	0	6	1.1
Cc1ccc(C)c(CN2C(=O)C3(OCCCO3)c3ccccc32)c1	17	-5	14	1.1
CCS(=O)(=O)n1nc(-c2ccccc2)cc1N	4	-5	-21	1.1
N[C@@H](C(=O)N[C@@H]1C(=O)N2C(C(=O)O)=C(Cl)CS[C@H]12)c1ccccc1	2	6	-8	1.1
O=C(CSc1nnc(C2COc3ccccc3O2)o1)Nc1nccs1 (configuration not stated)	12	7	-13	1
CCOc1nc(NCCc2ccc(OC)c(OC)c2)nc(NC(C)(C)CO)n1	5	?	?	1.1
COc1ccc(OC)c2[nH]c(=O)c(CCNC(=O)C(C)C)cc12	3	3	9	1.1
Cc1ccc2nsnc2c1S(=O)(=O)N1CCN(C(=O)C2CCCO2)CC1 (configuration not stated)	6	-24	-12	1.1
COc1cccc(NC(=O)c2ocnc2C)c1	7	4	-21	1
c1ccc(-c2ccc(C(c3ccccc3)n3ccnc3)cc2)cc1 (configuration not stated)	3	0	-4	1.1

Full records from above.
c1ccc(-c2ccc(C(c3ccccc3)n3ccnc3)cc2)cc1 (configuration not stated) is listed with LNCaP diff act: 3; VLA-4 agonist: 0; VLA-4 antagonist: -4; Autofluor Jurkat: 1.1
Cc1ccc(C)c(CN2C(=O)C3(OCCCO3)c3ccccc32)c1 is listed with LNCaP diff act: 17; VLA-4 agonist: -5; VLA-4 antagonist: 14; Autofluor Jurkat: 1.1
CCOc1cccc(OCCOCCN2CCCC2)c1 is listed with LNCaP diff act: 4; VLA-4 agonist: 6; VLA-4 antagonist: -2; Autofluor Jurkat: 1

An excerpt. The share of hits here may be higher or lower than overall.
